Source: PubChem
Glyco luc inh: increase of ERlucT glycosylation luciferase signal, primary screen, N-linked glycosylation inhibitor project, D54 ERlucT cells, luminescence, set 2. actives 0.23% (n = 360,000). D54 ERlucT glycosylation luciferase reporter, 24 h; percent of 100 nM tunicamycin response. reporter increase, % at 12.5 µM;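 active means mean luciferase reporter signal, scaled so untreated is 0 and the glycosylation-blocking control 100, at or above a set limit in every replicate; inconclusive means mean reaches the limit but not every replicate does; inactive means mean below the limit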;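 further: luciferase carries N-glycosylation sites so blocking glycosylation raises the light; 0% = median of neutral control wells and 100% = median of 100 nM tunicamycin wells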
MC4R antag cAMP: MC4R antagonists of cAMP signaling, primary screen, cell-based, TR-FRET, antagonist arm of biased-ligand search | MC4R-expressing cells, MTII-stimulated cAMP, LANCE TR-FRET | inhibition, % at 6.5 µM | actives 0.48% (n = 360,000) | AID 540295, 2011;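 active means inhibition above its plate's cutoff, the mean of tested wells on that plate plus 3 SD, cut at about 29% in these data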;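 further: 0% = Melanotan II alone and 100% = Melanotan II plus saturating MCL0020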
Target sequence (P32245 whole entry, looked up): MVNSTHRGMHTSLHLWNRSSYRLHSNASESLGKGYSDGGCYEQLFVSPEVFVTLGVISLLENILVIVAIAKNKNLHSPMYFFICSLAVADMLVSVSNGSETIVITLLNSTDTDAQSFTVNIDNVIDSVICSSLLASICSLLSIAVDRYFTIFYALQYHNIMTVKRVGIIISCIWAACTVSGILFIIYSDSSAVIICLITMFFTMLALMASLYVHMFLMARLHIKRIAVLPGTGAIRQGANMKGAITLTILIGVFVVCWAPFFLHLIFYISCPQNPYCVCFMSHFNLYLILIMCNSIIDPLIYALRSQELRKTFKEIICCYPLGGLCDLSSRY
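System: U2OS-MC4R stable cell line; Technique: Eu-cAMP/anti-cAMP TR-FRET, emission 671 nm; Repeats: single well per compound; Also added: Melanotan II; Dosing: one concentration, 6.5 µM nominal; Schedule: 30-min compound, 1-h challenge, 1-h detection, room temperature.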
aDG glyco act: activators of alpha-DG glycosylation, primary screen, uHTS, Pro5-aDG cells, AlphaScreen; activation, % at 10 µM; actives 0.22% (n = 360,000); alpha-DG glycosylation AlphaScreen (IIH6); 0% Pro5, 100% B10-LARGE cell signal; AID 624168, 2012;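 active means activation of at least 8% versus controls, or a plate z-score of at least 8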;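 further: Pro5 are CHO cells carrying HIG-tagged alpha-DG that lacks glycosylation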
MC4R barr agon: MC4R agonists recruiting beta-arrestin, primary screen, cell-based, luminescence, agonist arm of biased-ligand search; AID 540308, 2011; activation, % at 8.9 µM; U2OS MC4R beta-arrestin complementation; percent of melanotan II response, DMSO zero; Melanocortin receptor 4 (Homo sapiens), P32245; actives 0.98% (n = 360,000);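 active means activation above a per-plate cutoff, the mean activation of sample wells on that plate plus 3 SD, cut at about 8% in these data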
Vif inh: HIV Vif self-association inhibitors, primary screen, imaging, HEK293T, single point. HEK293T cells, Vif self-association by quenched fluorescence, 24 h. inhibition, % at 7.49 µM. actives 0.35% (n = 340,000). AID 602346, 2012; in the data active means inhibition above about 50%, passing the limit was not always enough; inconclusive means no clear call, values can overlap the other calls; inactive means below about 31%; further: some results filed as inactive read as strong as hits
m5-HT2A agonist: mouse Htr2a agonists via beta-arrestin recruitment, primary screen, cell-based, luminescence; AID 624169, 2012; activation, % at 7.6 µM; CHO-K1 mHTR2A beta-arrestin complementation; percent of 30 µM serotonin response; actives 0.66% (n = 360,000); 5-hydroxytryptamine receptor 2A (Mus musculus), P35363;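 active means activation above a run cutoff, the mean activation of all tested compounds plus 3 SD, cut at about 14% in these data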;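 further: 0% = plate median of compound wells and 100% = 30 µM serotonin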
Target sequence (P35363 whole entry, looked up): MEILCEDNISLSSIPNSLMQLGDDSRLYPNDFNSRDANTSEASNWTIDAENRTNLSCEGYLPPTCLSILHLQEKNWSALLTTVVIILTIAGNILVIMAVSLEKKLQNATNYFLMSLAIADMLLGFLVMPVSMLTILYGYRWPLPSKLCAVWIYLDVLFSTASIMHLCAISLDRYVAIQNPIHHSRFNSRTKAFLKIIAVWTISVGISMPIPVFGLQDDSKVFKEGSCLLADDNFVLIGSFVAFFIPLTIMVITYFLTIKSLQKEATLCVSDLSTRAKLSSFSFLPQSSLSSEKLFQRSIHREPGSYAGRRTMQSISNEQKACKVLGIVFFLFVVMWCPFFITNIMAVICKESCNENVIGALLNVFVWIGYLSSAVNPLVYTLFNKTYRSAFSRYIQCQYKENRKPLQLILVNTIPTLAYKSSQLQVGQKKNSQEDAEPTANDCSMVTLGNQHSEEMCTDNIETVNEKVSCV
PDI turbidity: inhibitors of human PDI, primary screen, biochemical, turbidity, single point, plate reader; Protein disulfide-isomerase (Homo sapiens), P07237; PDI insulin aggregation turbidity, A650, 90 min; inhibition, % at 10 µM; actives 0.052% (n = 350,000); AID 588391, 2011;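 active means mean inhibition across replicates of 30% or more, whatever share of single replicates reach that level; inconclusive means mean inhibition below 30% while every single replicate reaches 30%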;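 further: absorbance from insulin aggregation driven by PDI reduction with DTT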
H9c2 protect: cardioprotection against H2O2-induced cell death, primary screen, uHTS, H9c2 cells, ATPLite luminescence | H9c2 cardiomyocytes, H2O2 injury protection, 2 h | protection from H2O2 cell death, % at 20 µM | actives 0.63% (n = 360,000);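 active means compounds giving at least 50% protection of heart cells from peroxide-induced death in the single-dose screen, raw or plate-pattern-corrected value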;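 further: 0% = DMSO wells with peroxide and 100% = DMSO wells without peroxide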
CaV13 ICDI inh: Primary screen for inhibitors of IQ motif and Ca2+-dependent inactivation inhibitor domain binding in CACNA1D, Förster resonance energy transfer in living cells, …; inhibition, % at 12.3 µM; actives 0.098% (n = 340,000); AID 743397; HEK cells, CFP/YFP FRET ICDI-IQ, plate reader, 10 min; percent FRET-ratio fall versus neutral wells;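 active means mean replicate inhibition of at least 30% and at least 1% of replicates passing that level; inconclusive means only one of the two criteria is met; inactive means neither criterion is met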;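 further: 0% = median of the neutral control wells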
ABCB6 inh 2: ABCB6 transporter inhibitors, primary screen, K562-ABCB6 cells, flow cytometry, MLPCN library; ATP-binding cassette sub-family B member 6 (Homo sapiens), Q9NP58; K562-ABCB6 porphyrin accumulation, 1 h; stronger effect = lower value; fluorescence ratio to DMSO, % at 10 µM; actives 0.19% (n = 360,000);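 active means fluorescence ratio to DMSO below 75%, the collection mean minus 3 SD; inconclusive means too few cells collected in the well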;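 further: signal is porphyrin accumulated inside mitochondria; 100% equals median channel fluorescence of DMSO control wells; lower ratio means ABCB6 inhibition with less porphyrin fluorescence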
* marks the source's active call; other numbers are inactive results; ? = inconclusive; . = not tested or not shown. Outcome played no part in choosing rows; any-hit rate near 3.6%.

SMILES	Glyco luc inh	MC4R antag cAMP	aDG glyco act	MC4R barr agon	Vif inh	m5-HT2A agonist	PDI turbidity	H9c2 protect	CaV13 ICDI inh	ABCB6 inh 2
CCOC(=O)c1[nH]c2ccc(F)cc2c1NC(=O)C(C)N1CCc2cc(OC)c(OC)cc2C1 (stereo not drawn)	?	5	0.0	2.1	-2	-1	21	10	-8	94
CN(Cc1cccs1)C(=O)CN1CCN(S(=O)(=O)c2ccc3c(c2)OCCCO3)CC1	-1	10	0.2	-1.7	9	-6	6	-8	-16	94
O=S(=O)(Nc1ccc(N2CCCCC2)cc1)c1cccs1	-1	9	-0.2	-1.7	1	-2	-6	-10	-5	99
Cc1ccc(S(=O)(=O)NCCNc2ccc(Br)c(C)c2)cc1	1	2	0.1	18*	-9	-2	16	-10	-15	101
COc1ccc(-c2ccc(-c3noc(C(C)C)n3)c(OC)n2)cc1	-2	4	0.1	-0.4	-1	-5	2	-1	-5	114
CN1C(=O)N(C)C(NC(=O)Nc2ccccc2)C1NC(=O)Nc1ccccc1 (stereo not drawn)	1	5	0.1	-1.3	10	-6	-2	6	2	101
Cc1ccc(-n2nnnc2Sc2nc([N+](=O)[O-])nn2C)cc1C	-4	6	0.2	-1.5	-5	0	1	-15	-5	85
OC1CCC(NC(=S)Nc2ccc(SC(F)F)cc2)CC1 (stereo not drawn)	1	7	0.3	-0.7	-1	3	8	-1	4	94
C[C@@H](NC(=O)c1coc(=O)c(Br)c1)c1ccccc1	18	-1	-0.2	0.0	2	2	-4	3	-7	101
O=C(O)c1ccc(OS(=O)(=O)c2ccc(Cl)s2)cc1	0	-2	-0.1	-0.5	.	7	-1	-2	-6	99
Clc1ccc(OCCOCCOc2cccc3cccnc23)c(Br)c1	0	-3	0.1	1.1	-4	4	3	-6	1	104
O=C(COC(=O)/C=C/c1cccc(F)c1)NC1CC1	-1	9	-0.3	-0.6	-6	-5	-5	1	-2	98
O=[N+]([O-])c1ccccc1N=Nc1c(O)[nH]c2ccc(F)cc12	-9	6	-0.3	0.4	4	0	0	6	-5	107
CCSc1cnn(-c2ccccc2)c(=O)c1Cl	-3	5	0.0	-1.4	0	0	-2	2	-7	98
CCOc1ccc(CNC(=O)Cn2ccc3cc(S(=O)(=O)N4CCCCCC4)ccc32)cc1	-3	8	0.1	-0.7	8	7	-1	0	-7	96
O=C(NCc1ccncc1)C(=O)NCc1ccncc1	4	1	0.4	2.5	3	5	7	0	0	93
CC(=O)c1cc2c(cc1NC(=O)c1ccco1)OCCO2	11	0	0.3	-1.5	-8	-2	-6	5	-3	91
CC(=C/c1ccco1)/C=N/N1CCN(c2ccccc2)CC1	-3	16	-0.1	2.1	-5	5	-6	-3	-6	99
COc1ccc2ccccc2c1C(=O)/C=C\c1ccoc1	12	0	0.0	-2.6	3	-2	16	6	-6	106
Cc1ccccc1-c1noc(-c2ccccc2C(=O)NCc2ccco2)n1	2	3	0.0	1.6	-5	7	1	10	-3	101
O=C(COC(=O)Cc1ccccc1[N+](=O)[O-])NCC1CCCCC1	2	-6	-0.1	-2.5	6	-2	-6	1	1	99
CCCOc1ccc(N2C(=O)CC(SCCc3nc4ccccc4[nH]3)C2=O)cc1 (stereo not drawn)	1	12	0.3	-0.4	-2	-6	-2	-3	5	104
COc1ccc(C(=O)Nc2ccncc2)c(OC)c1	7	-5	-0.2	-1.5	5	-3	6	0	9	94
O=C(SCc1c(O)c2ccccc2oc1=O)c1ccccc1	0	-1	1.4	-1.0	-10	3	5	4	-5	100
CCNC(=O)NC(=O)C(C)OC(=O)CCCSc1nc2ccccc2s1 (stereo not drawn)	-3	3	0.1	-1.9	21	1	10	-2	-3	104

Next section:
SMILES	Glyco luc inh	MC4R antag cAMP	aDG glyco act	MC4R barr agon	Vif inh	m5-HT2A agonist	PDI turbidity	H9c2 protect	CaV13 ICDI inh	ABCB6 inh 2
N#Cc1sc2nc3c(cc2c1N)CCCC3	4	-8	0.1	-0.7	33	-1	-2	-3	-7	89
CCOC(=O)c1cn(CC)c2cc(N3CCN(C)CC3)c(F)cc2c1=O	1	0	0.0	1.6	-11	5	2	5	-4	96
Cc1cc(C)n(-c2ccc(Oc3ccccc3)c(S(=O)(=O)O)c2)n1	-1	3	-0.4	-1.4	6	1	-4	2	2	85
Cn1nc(-c2ccccc2)cc1NC(=O)c1ccc(Cl)cc1	-1	3	0.4	-1.7	3	11	0	2	-5	99
COc1ccc(-c2oc(NC(C)=O)c(C#N)c2-c2ccc(OC)cc2)cc1	1	0	-0.2	-0.9	-1	0	-6	-1	-4	92
Cc1ccccc1-n1c(C)nc2ccccc21	-1	-3	0.1	0.0	-4	-1	-8	-5	-4	98
CCCCN(C(=O)CNC(=O)c1ccco1)C(C(=O)NC1CCCCC1)c1ccc(OC)cc1OC (stereo not drawn)	-2	-2	-0.1	-1.3	-7	5	6	11	-2	90
O=c1c2ccccc2oc2ccc(-c3ccc4cc[nH]c4c3)cc12	-13	5	0.3	4.3	5	0	-2	-9	.	99
COc1cccc(OC)c1C(=O)Nc1cccnc1	-1	14	0.5	-1.8	14	-1	1	8	-5	97
O=C(NN=Cc1cccc([N+](=O)[O-])c1)c1cccc2ccccc12	1	-12	0.5	-0.6	-1	-2	-13	0	0	93
CNC(=O)c1[nH]cnc1C(=O)Nc1ccc(Cl)cc1	10	-4	0.2	0.6	-1	-5	-4	49	-7	98
CCOc1cc(C(=O)OC(C(=O)NC(=O)NC)c2ccccc2)ccc1OCC(=O)N1CCOCC1 (stereo not drawn)	2	1	-0.1	-0.6	-7	-4	8	-1	-10	99
Cn1cncc1C#Cc1ccc2cc(CCO)oc(=O)c2c1	0	-14	0.0	-0.9	-3	5	18	1	-5	99
COc1ccc(NC(=O)CCc2nnc3ccc(NCc4ccco4)nn23)cc1OC	0	-5	1.9	2.2	-7	0	-6	0	-5	94
CCc1sc(C(=O)Nc2ccc(F)cc2C)cc1C	-7	-2	-0.1	-0.5	2	1	2	-4	-6	97
N#CCn1c2ccccc2c2nc3ccccc3nc21	9	-8	0.2	-0.7	0	-3	0	2	-6	96
CC1CCC(NC(=O)COC(=O)c2cccnc2Cl)CC1 (stereo not drawn)	2	4	-0.1	-0.9	-1	0	-2	-3	-6	101
O=C(Nc1cccc(Cl)c1)/C(=C\c1cccnc1)NC(=O)c1ccco1	2	7	0.2	0.3	7	4	2	7	9	99
CC(C)[C@H](NC(=O)c1ccc(C(C)(C)C)cc1)C(=O)N1CCN(Cc2ccc3c(c2)OCO3)CC1	-6	-2	0.3	-0.1	-16	34*	-17	-11	-6	88
Cc1onc(-c2c(F)cccc2Cl)c1C(=O)OCc1cnc(Cl)s1	-2	10	-0.3	-2.8	47	-1	3	8	2	106
CC(C)Cn1c2c(c(=O)[nH]c1=O)C(C(F)(F)F)(C(F)(F)F)N=C(CCC1CCCCC1)N2	4	2	-0.3	-0.2	0	5	-16	32	-9	88
O=S(=O)(Nc1ccc(NS(=O)(=O)c2ccccc2)cc1)c1ccccc1	-2	0	0.0	-1.4	0	-6	4	0	-5	92
Cc1cc(NC(=O)COC(=O)c2ccc(S(=O)(=O)N3CCCC3)cc2)no1	5	5	-0.4	-4.2	12	-3	1	-11	-7	105
C=CCNC(=S)NNC(=O)c1ccc(=O)n(Cc2ccccc2)c1	0	8	0.0	-2.5	-2	2	0	2	5	100
Cc1cccc(C(=O)NCC(=O)OCC(=O)N2CCc3ccccc32)c1	2	4	0.1	-0.1	22	3	0	12	-1	102

Further results.
SMILES	Glyco luc inh	MC4R antag cAMP	aDG glyco act	MC4R barr agon	Vif inh	m5-HT2A agonist	PDI turbidity	H9c2 protect	CaV13 ICDI inh	ABCB6 inh 2
Cc1ccc(CN(c2ccc(C(=O)N3CCc4ccccc4C3)cc2)S(C)(=O)=O)cc1	-2	18	0.3	4.5	-16	-3	5	3	-8	95
Cc1nn(-c2ccccc2)c2[nH]c(=O)c(CNc3ccc(N4CCOCC4)cc3)cc12	4	-3	-0.6	0.6	-11	2	-7	11	.	99
CN1c2ccc([N+](=O)[O-])cc2N(C)C1(C)c1ccccc1 (stereo not drawn)	1	-3	-0.3	-3.8	-7	-6	1	-13	-5	98
Cn1cc(C(=O)c2ccccc2)cc1-c1nc2ccccc2n1C	-1	4	0.2	-1.6	-22	-2	-1	5	.	88
O=C(NNC(=O)C(O)c1ccccc1)NC1CCCCC1 (stereo not drawn)	1	-3	0.0	-4.4	2	9	-10	4	-9	95
C=CCn1c(SCC#N)nc2sc(CC)cc2c1=O	2	-3	0.2	-2.3	8	0	3	-10	-6	100
O=C(Cc1ccc2c(c1)OCCO2)Nc1cccc(S(=O)(=O)N2CCOCC2)c1	-2	3	0.0	-3.4	11	0	-1	-5	-6	95
CCCCn1c(=O)[nH]c(=O)c2c1nc(-c1ccc(OCC)cc1)n2CC	-1	7	-0.1	-0.2	8	-2	8	2	-3	97
Cc1ccc(CNS(=O)(=O)c2ccc(C(F)(F)F)cc2)n1C	0	2	0.1	-0.7	4	-1	2	-2	-2	105
Fc1ccc(/C=N/c2c(-c3ccc(F)cc3)nc3n2CCS3)cc1	-1	1	-0.1	-0.9	0	-2	-1	0	-7	102
CCOC(=O)C1CCN(c2c(N3CCN(c4ccccc4OC)CC3)c(=O)c2=O)CC1	0	11	0.0	-0.4	.	2	0	17	-6	99
CC1CCc2c(sc(NC(=O)c3cccn3C)c2C(N)=O)C1 (stereo not drawn)	1	-4	-0.3	2.2	-12	-2	-3	-2	-15	102
COc1cc(C2c3cc4c(cc3CC3COC(=O)N32)OCO4)cc(OC)c1OC (stereo not drawn)	3	-19	0.0	-0.9	2	-4	6	3	-7	96
COc1ccc(N2CCN(C(=O)c3ccccc3Br)CC2)c([N+](=O)[O-])c1	0	4	0.2	-0.3	-2	-4	3	3	-6	100
O=C(O)c1ccc(/C=C(\c2nc3ccccc3[nH]2)c2nc3ccccc3s2)cc1	2	0	0.0	-0.3	6	-2	-2	8	-3	95
COc1ccccc1-c1c(C)nn2c(N3CCC(C)CC3)cc(C)nc12	0	-4	1.2	0.5	-10	1	11	3	-6	93
